TWEAK-Fn14 inh: inhibitors of TWEAK-Fn14 signaling, primary screen, luciferase reporter cells, uHTS. 2% of 360,000 active. TWEAK-stimulated Fn14 reporter cells, luciferase luminescence, 8 h. AID 1159606, 2016. inhibition, % at 10 µM; in the data active = inhibition above about 50%
CF NFkB block: inhibitors of PAF-induced NF-kB signaling, primary screen, cell-based, GFP fluorescence, uHTS. KKLEB NF-kB-GFP reporter, GFP fluorescence overnight. inhibition, % at 5 µM. 0.86% of 360,000 active;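 active = at least 50% inhibition at 5 µM, scaled per plate between neutral and stimulator controls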;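 note: PAF is a Pseudomonas aeruginosa culture filtrate used as stimulus; plate controls were PAF-stimulated DMSO wells for no effect and unstimulated DMSO wells for full effect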
HIF-2a block: HIF-2a reporter inhibitors, primary screen, luminescence, 786-0 RCC cells; AID 624352, 2012; inhibition, % at 18.8 µM; 786-0 RCC cells HIF-2a reporter, luciferase luminescence, overnight; 0.72% of 360,000 active;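 active = inhibition of the luminescence signal of 40% or more relative to plate controls, in a single-dose primary screen at 18.75 µM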
hiPSC survival: enhancers of single-cell hiPSC survival, primary screen, ATPlite luminescence; 100% = ROCK inhibitor wells, 0% = DMSO; survival enhancement, % at 20 µM; 0.044% of 360,000 active; AID 602274, 2012; in the data active = survival enhancement above about 18%;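 note: cells exposed to compounds for 16 hours before the ATP read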
NR2E3 ag-1: inhibitors of NR2E3-RetCOR corepressor binding, primary screen, NR2E3 agonist project, biochemical, TR-FRET, GST-NR2E3, biotin-RetCOR | 0.12% of 320,000 active | AID 2300, 2010 | inhibition of corepressor binding, % at 4.78 µM | Photoreceptor-specific nuclear receptor (Homo sapiens), Q9Y5X4 | 1536-well;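 active = percent inhibition above the cutoff of mean plus 3 SD of all tested compounds, set per screening campaign, cut at about 20% in these data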;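 note: 0% = DMSO wells and 100% = biotin wells as full block of FRET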
Target sequence (Q9Y5X4 whole entry, looked up): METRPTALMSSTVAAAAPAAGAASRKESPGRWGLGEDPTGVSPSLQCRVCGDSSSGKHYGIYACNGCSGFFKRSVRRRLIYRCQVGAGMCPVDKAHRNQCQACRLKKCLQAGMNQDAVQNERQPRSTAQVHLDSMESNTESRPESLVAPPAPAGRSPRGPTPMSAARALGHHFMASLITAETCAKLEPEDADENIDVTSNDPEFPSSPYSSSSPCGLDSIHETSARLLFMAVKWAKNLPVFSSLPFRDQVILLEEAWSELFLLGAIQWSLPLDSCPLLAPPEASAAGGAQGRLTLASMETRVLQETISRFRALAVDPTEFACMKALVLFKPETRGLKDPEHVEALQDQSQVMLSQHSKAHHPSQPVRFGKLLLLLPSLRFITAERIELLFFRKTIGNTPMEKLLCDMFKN
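System: GST-NR2E3 and biotin-RetCOR proteins; probe or stimulus: 7 nM biotin-RetCOR; doses: compound at 4.8 µM, single dose; schedule: Compound–protein incubation for 5 h at 4 °C; detection: time-resolved FRET; read-out: percent inhibition; controls: biotin wells as high control, 0.6% DMSO wells as low control; format: 1536-well plates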
NR2E3 ag-2: NR2E3 agonists in two-hybrid cells, primary screen, cell-based, luminescence, CHO-S, Gal4-NCOR/VP16-NR2E3; Photoreceptor-specific nuclear receptor (Homo sapiens), Q9Y5X4; luciferase; inhibition of corepressor binding, % at 3.98 µM; 0.35% of 360,000 active; AID 602229, 2012;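 active = inhibition above the mean of all tested compounds plus 3 SD, cut at about 70% in these data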;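 note: 0% = DMSO with NR2E3 transfected cells and 100% = cells lacking NR2E3 construct; higher means lower luciferase signal from less NR2E3 corepressor binding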
aDG glyco act: activators of alpha-DG glycosylation, primary screen, uHTS, Pro5-aDG cells, AlphaScreen. alpha-DG glycosylation AlphaScreen (IIH6); 0% Pro5, 100% B10-LARGE cell signal. activation, % at 10 µM. 0.22% of 360,000 active;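 active = activation of at least 8% versus controls, or a plate z-score of at least 8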;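 note: Pro5 are CHO cells carrying HIG-tagged alpha-DG that lacks glycosylation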
Shn3 3UTR inh: reduction of Shn3 3'UTR firefly luciferase signal, primary screen, Schnurri-3 inhibitor project, cell-based, Clone20 osteoblasts, set 2; 0.52% of 360,000 active; Clone20 osteoblast Shn3 3'UTR firefly luciferase, 24 h; inhibition, % at 12.5 µM;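 active = mean inhibition of at least 75% with every replicate also reaching 75%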;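 note: 0% = median of neutral control wells and 100% = pilot-screen positive control compound; some compounds past the cut are filed as inactive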
Peg3 promoter: Peg3 promoter-driven luciferase inhibitors, primary screen, cell-based, HeLa, luciferase luminescence; HeLa PEG-Prom luciferase reporter, overnight; inhibition, % at 20 µM; 1.7% of 360,000 active; AID 588405, 2011;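 active = inhibition of at least 50% at 20 µM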
MITF TRPM1 inh: inhibitors of MITF-dependent TRPM1 promoter reporter, primary screen, cell-based, SK-MEL-5, single point, luciferase; SK-MEL-5 TRPM1 promoter luciferase, 24 h; inhibition, % at 12.5 µM; AID 488899, 2010; 0.83% of 330,000 active;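 active = mean inhibition across replicates of 60% or more, whatever share of single replicates reaches that level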; note: values of inactives mirror those of a sister screen read the other way
KKLEB tox: cytotoxicity in KKLEB CF airway cells, primary screen, cytotoxicity control for CF NF-kB inhibitor project, cell-based, uHTS, fluorescence assay plates. KKLEB CF airway cells viability, ATPlite luminescence, overnight; active compounds read low; cells stimulated with P. aeruginosa culture filtrate. activity change (cytotoxicity), % at 5 µM. 0.36% of 360,000 active. AID 602141, 2011;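 active = corrected activity change at or below -50% at 5 µM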
An asterisk follows results filed as active; nt = not tested or not shown; & = joins results of further samples; ! = repeats disagree. Rows were taken by chance (roughly 4.4% active in at least one column).

SMILES | TWEAK-Fn14 inh | CF NFkB block | HIF-2a block | hiPSC survival | NR2E3 ag-1 | NR2E3 ag-2 | aDG glyco act | Shn3 3UTR inh | Peg3 promoter | MITF TRPM1 inh | KKLEB tox
O=C(Nc1ccc(Nc2ccccc2)cc1)c1c(Cl)cccc1Cl | 20 | 5 | -12 | 0.2 | -4 | -7 | 0.6 | -1 | 3 | 4 | -3
COc1cccc(NC(=O)Nc2ccc(Cc3ccncc3)cc2)c1 | -9 | 7 | -102 | -2.5 | -3 | 55 | -0.1 | 2 | -53 | -19 | 4
COc1ccc(CNC(=O)CSc2nnc3c(n2)[nH]c2ccccc23)cc1 | 26 | -14 | 2 | -0.1 | 4 | -23 | 0.1 | 10 | 13 | 9 | 5
COc1ccc(OC)c(-n2nnnc2SCC(=O)N2CCN(C(=O)c3ccco3)CC2)c1 | 6 | -10 | 17 | -1.8 | 3 | 12 | 0.1 | -7 | 5 | 12 | 3
COc1ccc(CC(=O)Oc2ccc(Cl)cc2Br)cc1S(=O)(=O)N1CCOCC1 | -16 | -13 | 3 | 0.7 | -1 | -14 | 0.0 | 6 | 11 | 4 | 14
C[C@@H]1ON(C)[C@H]2C[C@H]3c4cc(N5CCN(C)CC5)ccc4CCN3C(=O)[C@@H]12 | -7 | -1 | -1 | -2.2 | nt | 9 | 0.1 | -14 | -9 | 0 | -2
Cc1cn([C@H]2C[C@H](O)[C@@H](CCC(=O)NCCc3c[nH]c4ccccc34)O2)c(=O)[nH]c1=O | 5 | -8 | 13 | -1.1 | nt | 5 | -0.1 | -14 | -7 | 5 | 5
O=C(CCC(=O)N1CCOc2ccc(Cl)cc21)NCCCN1CCC(Cc2ccccc2)CC1 | -10 | 35 | -11 | -4.5 | -1 | -8 | 0.4 | -15 | 75* | 6 | -21
O=S1(=O)CCC(NCC2CCCO2)C1 (stereo not given) | -19 | -2 | -3 | 0.7 | 2 | -4 | 0.0 | 10 | -6 | 6 | 8
O=C(N/N=C/c1cccnc1)c1ccc(S(=O)(=O)N2CCCCCC2)cc1 | -5 | 0 | 19 | -0.7 | -3 | -12 | -0.1 | -4 | 6 | 7 | 6
Cc1ccc(C2=NNC(=O)C(c3ccc(Cl)cc3)C2)cc1 (stereo not given) | -9 | 5 | 15 | 1.9 | 3 | 3 | 0.3 | 18 | 12 | 4 | 1
COc1cccc(C2C(C(N)=O)=C(C)Nc3nc(CCCO)nn32)c1OC (stereo not given) | 11 | -23 | 17 | -1.1 | 4 | -20 | 0.3 | -11 | 9 | nt | -5
COc1cccc(/C=N/n2c(COc3ccccc3)n[nH]c2=S)c1 | -10 | -1 | 21 | -0.1 | -1 | -4 | 0.2 | 6 | 10 | 4 | -23
CC[n+]1c(/C=C2\C=C(C)CC(C)C2)sc2ccccc21 (stereo not given) | 23 | -14 | 12 | -0.6 | -3 | 12 | 0.5 | 47 | 25 | 33 | 0
Cc1ccc(C(=O)N2CCCC(CCC(=O)NCc3ccccc3F)C2)cn1 (stereo not given) | 3 | 16 | -20 | 0.1 | 4 | 19 | -0.4 | -2 | -7 | -15 | -11
Cc1occc1C(=O)NNC(=S)NCC(C)C | -5 | 6 | 8 | 1.6 | 3 | -19 | 0.0 | -20 | 0 | 3 | 5
Cc1ccc(Cl)cc1NC(=O)COC(=O)CCN1C(=O)C2CC=CCC2C1=O (stereo not given) | 9 | -9 | 4 | -3.2 | nt | -10 | -0.1 | 8 | 0 | -13 | 16
O=C(CC1OC(=O)c2ccccc21)NC1CCCCC1 (stereo not given) | -23 | -8 | -12 | 3.2 | 3 | -31 | -0.2 | 3 | -46 | 9 | 0
O=C(c1ccccc1)N1CCCOC1c1ccccc1 (stereo not given) | -11 | -8 | 10 | -1.2 | -2 | -45 | 1.4 | -11 | 4 | 8 | 9
Clc1ccccc1-c1nn2c(-c3ccccn3)nnc2s1 | -10 | -19 | -175 | -0.3 | -5 | -3 | -0.4 | -19 | -75 | -26 | 7

Peg3 promoter: hit marks shown above.
SMILES | TWEAK-Fn14 inh | CF NFkB block | HIF-2a block | NR2E3 ag-1 | NR2E3 ag-2 | aDG glyco act | Shn3 3UTR inh | Peg3 promoter | MITF TRPM1 inh
O=C(CCC(=O)N1CCOc2ccc(Cl)cc21)NCCCN1CCC(Cc2ccccc2)CC1 | -10 | 35 | -11 | -1 | -8 | 0.4 | -15 | 75* | 6

Further structures
SMILES | TWEAK-Fn14 inh | CF NFkB block | HIF-2a block | hiPSC survival | NR2E3 ag-1 | NR2E3 ag-2 | aDG glyco act | Shn3 3UTR inh | Peg3 promoter | MITF TRPM1 inh | KKLEB tox
COC(=O)c1ccccc1NC1=C/C(=N\S(=O)(=O)c2cccs2)c2ccccc2C1=O | 99* | 83* | -28&3 | -4.2&-5.3 | 7 | 11&-3 | 0.1&-0.5 | 94*! | 86* | 78* | -72*
COC(=O)c1ccccc1OCCCN(C)C | -10 | 4 | 12 | 0.9 | 2 | -8 | -0.2 | -11 | 17 | 3 | 6
COc1cc(/C=C(\C#N)C(=O)NCC2CCCO2)c([N+](=O)[O-])cc1OC (stereo not given) | -1 | -10 | 9 | 0.9 | 3 | 11 | -0.3 | -13 | 13 | 0 | 4
COc1cc(NC(=O)N[C@@H](Cc2c[nH]c3ccccc23)C(=O)O)c(C(=O)O)cc1OC | 4 | -14 | 12 | 1.0 | nt | -22 | -0.1 | 11 | 6 | 5 | 13
CCCCC(=O)/C=C/n1c(=S)oc2ccccc21 | 96* | 90* | -43 | 12 | 5 | -51 | 0.0 | -47 | 101* | 12 | -36
CC(=O)Nc1ccc(NC(=O)c2cccc3c2-c2ccccc2C3=O)cc1 | 1 | -22 | 18 | -0.2 | -4 | -17 | 0.1 | 7 | 7 | 11 | -9
CS(=O)(=O)N1CCN(c2ccccc2[N+](=O)[O-])CC1 | 3 | 12 | 5 | -0.6 | -4 | -27 | -0.2 | 6 | 5 | -10 | 1
O=S(=O)(Cc1ccccc1)Nc1ccc(F)cc1 | 10 | 3 | 9 | -0.5 | nt | -10 | 0.1 | 5 | 14 | 1 | -12
CCC(=O)NC(Nc1sc2c(c1C(=O)OC)CCCC2)(C(F)(F)F)C(F)(F)F | -18 | -14 | -4 | -1.2 | 0 | -4 | 0.3 | -1 | 7 | 4 | -10
Cn1cnnc1SCC(=O)c1cc2ccccc2o1 | 4 | 13 | 1 | 0.1 | 3 | -12 | 0.9 | -5 | -12 | 7 | -3
COc1ccc(C(=O)NCc2cn3ccsc3n2)cc1OC | 13 | 8 | 15 | -0.4 | 8 | -17 | -0.3 | -6 | 5 | 18 | -13
COc1ccccc1S(=O)(=O)CC(O)COc1ccccc1Cl (stereo not given) | 25 | -14 | 13 | -0.4 | 3 | 24 | 0.9 | -4 | -12 | 10 | 6
Cc1cc2ccccn2c1C(=O)c1ccc(S(=O)(=O)N(C)C)cc1 | -1 | -16 | -9 | -0.4 | 2 | 3 | -0.3 | 27 | 9 | 12 | 3
O=C(CSc1nncn1-c1cccnc1)Nc1cccc(C(F)(F)F)c1 | -1 | -13 | 2 | 0.1 | 0 | -17 | 0.0 | 0 | -2 | 9 | 14
Cc1ccc(S(=O)(=O)NCC(=O)OCC(=O)c2ccc(Br)s2)cc1 | 3 | -2 | 22 | 1.0 | 22* | -14 | -0.2 | 10 | 15 | 3 | 3
Cc1c(NC(=O)C(C)OC(=O)c2ncc(Cl)c(Cl)c2Cl)c(=O)n(-c2ccccc2)n1C (stereo not given) | -3 | 0 | 7 | -0.6 | 0 | 5 | 0.1 | -14 | 6 | 22 | -1
COc1ccc(NS(=O)(=O)c2cc(NC(=O)c3cnc(C)cn3)ccc2N2CCCCC2)cc1 | -15 | 4 | 20 | -1.0 | 1 | -49 | 0.5 | 7 | 31 | 3 | 9
Cc1cc(C(=O)N/N=C\C(Br)=C\c2ccccc2)c(C)o1 | 13 | -31 | -236 | -1.4 | -3 | -54 | -0.4 | -12 | -116 | -14 | 0
COc1ccc(N2Cc3cccc(C(=O)N4CCN(C(=O)c5ccco5)CC4)c3C2=O)cc1 | -9 | 8 | -1 | 0.2 | -1 | 15 | -0.2 | -3 | -22 | -4 | -26
Cc1csc2nc(CSc3ccc(Cl)cc3)cn12 | 8 | 8 | -159 | 0.6 | 2 | -150 | -0.2 | -76 | -199 | -93 | -4

Reprinted from the part before: 2 compounds, followed by the next part.
SMILES | TWEAK-Fn14 inh | CF NFkB block | HIF-2a block | hiPSC survival | NR2E3 ag-1 | NR2E3 ag-2 | aDG glyco act | Shn3 3UTR inh | Peg3 promoter | MITF TRPM1 inh | KKLEB tox
COc1ccc(N2Cc3cccc(C(=O)N4CCN(C(=O)c5ccco5)CC4)c3C2=O)cc1 | -9 | 8 | -1 | 0.2 | -1 | 15 | -0.2 | -3 | -22 | -4 | -26
Cc1csc2nc(CSc3ccc(Cl)cc3)cn12 | 8 | 8 | -159 | 0.6 | 2 | -150 | -0.2 | -76 | -199 | -93 | -4
N#CCCn1nc(-c2ccc(Cl)cc2)cc1Nc1ccccc1NC(=O)C(F)(F)F | 38 | 17 | -2 | -0.7 | 0 | 18 | 0.1 | -7 | -5 | 4 | -9
C=CCNCCOCCOc1ccccc1-c1ccccc1 | -1 | -1 | 4 | 0.5 | 4 | -8 | 0.4 | -7 | 10 | 0 | 9
OC(c1cccc(Cl)c1)c1nccc2ccccc12 (stereo not given) | -5 | -30 | 11 | -0.2 | 4 | -24 | 0.1 | 18 | -1 | -11 | -19
CCCN(CCC)CCCNc1ccc(C(=O)Nc2cccc(OC)c2)cc1[N+](=O)[O-] | 7 | 0 | 12 | -0.7 | 3 | 0 | 1.0 | 4 | 23 | -15 | 3
COc1cc2c(cc1OC)-c1cc(NC3CCCCCC3)nc(=O)n1CC2 | -24 | -5 | -13 | -2.7 | 0 | 14 | -0.3 | 24 | 0 | -17 | 0
COCC(=O)N1CCC(Oc2ccc(C(=O)NCc3cc(C(C)C)no3)cc2)CC1 | 2 | -44 | 10 | -0.2 | 2 | -28 | 0.1 | 4 | -2 | 10 | -1
COc1cccc(C#Cc2ccc3c(c2)O[C@@H](CN(C)C(=O)c2ccccn2)[C@@H](C)CN([C@H](C)CO)S3(=O)=O)c1 | -7 | 6 | 7 | -0.1 | nt | -21 | 0.0 | -12 | 20 | nt | 0
COc1nccc(C(F)(F)F)c1C(=O)NC(=O)Nc1ccccc1 | 3 | -10 | 20 | -0.4 | -2 | -3 | 0.0 | -15 | 18 | 2 | -13
CCC(C)(O)c1cnc(CC(C)C)c(=O)n1O (stereo not given) | 1 | -9 | -6 | 0.4 | nt | 0 | 0.5 | -9 | -1 | nt | 1

Source: PubChem BioAssay (several laboratories)
